Compound activity: PubChem, National Center for Advancing Translational Sciences (NCATS)
KAT2A inh: qHTS Assay for Inhibitors of GCN5L2; Histone acetyltransferase KAT2A (Homo sapiens), Q92830; GCN5L2 HAT assay, ThioGlo1 CoA-SH fluorescence; Potency, µM (highest dose often 58.9 µM), for inactives: top-dose activity change, negative = inhibition, actives largely listed as inhibitors; actives 0.21% (n = 390,000); AID 504327, 2011
Target sequence (Q92830 whole entry, looked up): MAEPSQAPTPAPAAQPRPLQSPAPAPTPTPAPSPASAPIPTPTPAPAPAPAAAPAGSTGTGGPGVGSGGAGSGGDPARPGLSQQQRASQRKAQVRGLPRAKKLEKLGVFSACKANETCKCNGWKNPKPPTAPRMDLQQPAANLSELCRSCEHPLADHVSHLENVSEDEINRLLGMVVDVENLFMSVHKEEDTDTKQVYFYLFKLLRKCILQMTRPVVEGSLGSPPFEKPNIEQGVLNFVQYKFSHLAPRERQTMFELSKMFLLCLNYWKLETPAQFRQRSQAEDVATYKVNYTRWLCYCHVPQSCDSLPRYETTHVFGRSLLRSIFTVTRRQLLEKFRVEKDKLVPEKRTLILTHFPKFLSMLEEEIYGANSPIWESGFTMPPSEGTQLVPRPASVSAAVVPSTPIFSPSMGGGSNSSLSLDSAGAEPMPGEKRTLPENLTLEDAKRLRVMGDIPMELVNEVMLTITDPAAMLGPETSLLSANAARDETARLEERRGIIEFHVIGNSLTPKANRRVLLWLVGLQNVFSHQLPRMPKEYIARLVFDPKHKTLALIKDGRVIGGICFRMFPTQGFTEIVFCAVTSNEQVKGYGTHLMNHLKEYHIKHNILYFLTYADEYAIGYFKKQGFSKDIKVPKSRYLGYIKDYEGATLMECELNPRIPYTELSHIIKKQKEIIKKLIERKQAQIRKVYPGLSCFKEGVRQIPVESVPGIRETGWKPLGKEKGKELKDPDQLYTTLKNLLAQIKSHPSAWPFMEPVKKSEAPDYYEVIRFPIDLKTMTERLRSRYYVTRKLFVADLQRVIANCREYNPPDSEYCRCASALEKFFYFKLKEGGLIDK
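Preincubate 20nM GCN5L2 with compound 15 min, RT → add 50uM ThioGlo1 + 75uM H3(1-25) + 70uM acetyl-CoA → read fluorescence 0 and 20 min. Primary qHTS; fluorescent artifacts likely.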
FEN1 inh: qHTS Assay for the Inhibitors of Human Flap endonuclease 1 (FEN1); P39748; Recombinant FEN1 flap cleavage, fluorescence, 15 min; Potency, µM (highest dose often 114 µM), inactives show at the highest dose activity change, negative = inhibition, usual class: inhibitors; actives 0.35% (n = 390,000); AID 588795, 2011; note: nearly all actives have a fitted effect of over 65% in size
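Steps: FEN1 (10 nM) dispensed; compound added by pin tool; 15 min at room temperature; substrate added to 50 nM final; reads at 0 min and 15 min; data normalized and fitted (four-parameter Hill).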
TDP1 cell CPT: qHTS for Inhibitors of human tyrosyl-DNA phosphodiesterase 1 (TDP1): qHTS in cells in presence of CPT. chicken DT40 Tdp1-/-;hTDP1 cells + 20 nM CPT, ATP luminescence, 48 h. Potency, µM (doses to about 46.2 µM), for the others: top-dose activity change, negative = growth inhibition, usual class: inhibitors. actives 12% (n = 420,000); note: nearly all actives have a fitted effect of over 55% in size
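Chicken DT40 Tdp1-/- cells complemented with human TDP1, 400 cells/well, exposed to compounds plus 20 nM camptothecin for at least 48 h at 37 C; viability read as ATP content by CellTiter-Glo luminescence.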
Active calls of the source: *; ? = inconclusive; / = not tested or not shown; & = joins results of further samples; [ ] = dose if it differs, or a comment. Calls come from the whole dose curve; as a rule, active = well fitted curve in the direction sought with a large enough effect; inconclusive = small, poorly fitted or top-dose-only effect, or another doubt; inactive = no such curve, though single readings can be large; an effect the other way counts as inactive or inconclusive. % is set by controls: 0 for no effect and ±100 for the full control effect; potency is the fitted concentration of half-maximal effect.

SMILES	KAT2A inh	FEN1 inh	TDP1 cell CPT
Cc1cccc(N(CC(=O)N2CCCCCC2)S(C)(=O)=O)c1	?	13%	-3%
N#C/C(=C\c1ccc(O)c(O)c1)S(=O)(=O)c1ccccc1	?	-1%	-8%
CCC(=O)OC1(C)C(=O)C=C2C=C(C3CC3)OC=C2C1=O (stereo not given)	/	?	-16%
CCOc1ccc(CN2C(=O)c3ccccc3Sc3ccc(C(=O)NC)cc32)cc1	-5%	-24%	?
O=C(NCCC1=CCCCC1)C1CCC(=O)N(Cc2ccc(Cl)cc2)C1 (stereo not given)	-5%	11%	-31%
O=C(CSc1nccn1C1CCCC1)Nc1ccccc1	0%	7%	-1%
O=C(COC(=O)c1cc2ccccc2oc1=O)Nc1ccc(F)cc1F	?	-13%	1%
CC1=Nc2cc(C(=O)NC3CCCCC3)ccc2Sc2ccc(Cl)cc21	1%	-24%	0.82µM*
CC(NC(=O)CSCc1ccc(Br)cc1)c1ccccc1 (stereo not given)	-3%	-26%	9%
CSc1ccc(S(=O)(=O)N2CCC(C(=O)NCc3cccnc3)CC2)cc1	-1%	-16%	-7%
CCOc1cc(C(=O)N/N=C/c2cn(-c3ccccc3)nc2-c2cc3ccccc3o2)cc(OCC)c1OCC	/	13%	23µM*
N#Cc1nc(-c2ccc(COc3ccc(Cl)cc3)o2)oc1N1CCN(c2ccccc2)CC1	-2%	2%	0%

Entries of single compounds, looked up by structure. Values in the order: KAT2A inh	FEN1 inh	TDP1 cell CPT
`O=C(CSc1nccn1C1CCCC1)Nc1ccccc1` in the list: 0%	7%	-1%
`CCC(=O)OC1(C)C(=O)C=C2C=C(C3CC3)OC=C2C1=O` (stereo not given) in the list: /	?	-16%
`CSc1ccc(S(=O)(=O)N2CCC(C(=O)NCc3cccnc3)CC2)cc1` in the list: -1%	-16%	-7%
`CC1=Nc2cc(C(=O)NC3CCCCC3)ccc2Sc2ccc(Cl)cc21` in the list: 1%	-24%	0.82µM*
`CC(NC(=O)CSCc1ccc(Br)cc1)c1ccccc1` (stereo not given) in the list: -3%	-26%	9%

New compounds follow.
SMILES	KAT2A inh	FEN1 inh	TDP1 cell CPT
Cc1ccc(S(=O)(=O)NC(C)C(=O)Nc2cccc([N+](=O)[O-])c2)cc1 (stereo not given)	-8%	-1%	1%
O=C(O)c1c(Cl)c(Cl)c(Cl)c(Cl)c1C(=O)N1CCCC1	3%	5%	-1%
CCc1nc(C)cn1S(=O)(=O)c1ccc([N+](=O)[O-])cc1	-3%	0%	-2%
O=C(COC(=O)c1cccc(NS(=O)(=O)/C=C/c2ccccc2)c1)Nc1ccccc1OC(F)F	-7%	-9%	?
O=c1oc2c3c(ccc2c2ccccc12)OCN(Cc1cccc(Cl)c1)C3	-15%	-5%	?
COc1ccc(COc2cc(-c3cccc(OC)c3)nc3ccc(NC(=O)c4cccnc4)cc23)cc1	3%&-15%	-9%	?
CCOC(=O)C1=C(CN2CCN(C(=O)c3ccco3)CC2)NC(=O)NC1c1ccc(OC)cc1 (stereo not given)	-1%	-11%	-24%
Cn1c(CCNC(=O)c2ccccc2)nc2cc(NC(=O)C3CCCCC3)ccc21	-2%[0.501 µM]	3%	?
O=S(=O)(NNc1cccc(Cl)n1)c1ccc(Cl)cc1	?	4%	-23%
COc1ccccc1NCC(=O)N/N=C/c1c(O)ccc2ccccc12	-1%	-21%	5.8µM*
COc1ccc(-c2cc(C(=O)N3CCc4ccccc4C3)no2)cc1	-15%	-15%	-10%
CC(CCc1ccccc1)NC(=O)COC(=O)C1CCC(C(C)(C)C)CC1 (stereo not given)	-10%	-18%	-24%
Cc1ccccc1CC1(CO)CCCN(C(=O)CCN2CCCO2)C1 (stereo not given)	-3%	-2%	-13%
O=C(NC(=S)Nc1cccnc1)c1cc2ccccc2o1	1%	-9%	-2%
COc1ccccc1NC(=O)CSc1ccc2nnc(-c3ccccn3)n2n1	-14%	-3%	10%
CC(C)(C)C(=O)Nc1cc2nn(-c3ccccc3)nc2cc1Cl	-6%	4%	?
CCn1c(SCC(=O)N2CCCC2=O)nnc1-c1cccs1	-1%	-2%	-15%
CCOc1ccc(S(=O)(=O)N(CC(=O)NC2CCCC2)c2ccc(F)cc2)cc1	/	1%	?
CCOc1cc(S(=O)(=O)NCc2ccncc2)ccc1Cl	-5%	-11%	0.52µM*
O=C(/C=C/c1ccc(S(=O)(=O)N2CCOCC2)cc1)Nc1cc(F)ccc1F	-11%	?	?
O=C1/C(=C/c2ccccn2)SC(=S)N1CCc1ccccc1	0%	17%	-28%
COc1ccc(-c2cn(Cc3ccc(C)cc3)nn2)cc1	-8%	0%&-3%	-30%&-9%
CN(C)CCC#CC(O)(c1ccccc1)c1ccccc1	-1%	8%	1%
O=C(OCc1cc(=O)n2nc(-c3cccs3)sc2n1)c1ccccc1Cl	-6%	-3%	-6%

7 neighbouring compounds from above, for reference:
SMILES	KAT2A inh	FEN1 inh	TDP1 cell CPT
Cc1ccccc1CC1(CO)CCCN(C(=O)CCN2CCCO2)C1 (stereo not given)	-3%	-2%	-13%
O=C(NC(=S)Nc1cccnc1)c1cc2ccccc2o1	1%	-9%	-2%
COc1ccccc1NC(=O)CSc1ccc2nnc(-c3ccccn3)n2n1	-14%	-3%	10%
CC(C)(C)C(=O)Nc1cc2nn(-c3ccccc3)nc2cc1Cl	-6%	4%	?
CCn1c(SCC(=O)N2CCCC2=O)nnc1-c1cccs1	-1%	-2%	-15%
CCOc1ccc(S(=O)(=O)N(CC(=O)NC2CCCC2)c2ccc(F)cc2)cc1	/	1%	?
CCOc1cc(S(=O)(=O)NCc2ccncc2)ccc1Cl	-5%	-11%	0.52µM*

Further structures:
SMILES	KAT2A inh	FEN1 inh	TDP1 cell CPT
Cc1c(/C(O)=C2\C(=O)C(=O)N(CCN(C)C)C2c2ccccc2)cnn1-c1ccccc1 (stereo not given)	0%	-2%	-1%
Cc1cc(C)n2nc(CC(=O)NNC(=O)c3ccccc3Cl)nc2n1	-4%	0%	-13%
CC(O)C(NS(=O)(=O)c1ccc(Cl)cc1)C(=O)OCc1nnc(-c2ccccc2)o1 (stereo not given)	4%	-14%	-1%
CCOc1cnc(-c2ccccc2F)o1	0%	4%	12%
O=C(CNc1ccc(C(F)(F)F)cc1)Nc1cccc(S(=O)(=O)N2CCCC2)c1	-15%	-4%	-25%
O=C(O)CN1CCN(Cc2ccccc2F)C1=O	-11%	-2%	-4%
Nc1nc(CN2CCN(Cc3ccccc3)CC2)nc(Nc2ccc3c(c2)OCCO3)n1	-2%	9%	-29%
CCN(CC)c1cc(CS(=O)c2ccccc2)nc(-c2ccccc2)n1 (stereo not given)	/	-9%	21µM*
COCn1cnc(-c2ccccc2)c1-c1ccccc1	/	-2%	-25%
C/C(=N/NC(=O)c1cc(-c2ccc(Cl)s2)[nH]n1)c1ccco1	-6%	9%	-18%
CCc1ccccc1NC(=O)C(C)n1c(=O)cc(C)c2c(C)nn(-c3ccccc3)c21 (stereo not given)	-20%	-5%	0%
Cc1ccc(CN(C)C(=O)c2cccc(S(=O)(=O)N3CCN(Cc4ccccc4)CC3)c2)o1	-4%	-13%	?
COc1ccc(C(=O)NCCS(=O)(=O)NCC2CCCO2)cc1 (stereo not given)	-3%	-6%	1%
O=C(Nc1ccccc1)Nc1nnc(COc2ccccc2F)s1	0%	4%	?
CC(C)OC(=O)NCN1C(=O)C2C3C=CC(C3)C2C1=O (stereo not given)	-4%	-8%	2%
CCCC(=O)Nc1ccc(S(=O)(=O)N2CCC(c3nc4ccccc4[nH]3)CC2)cc1	4%	0%	?
COc1ccccc1NC(=O)Nc1c(C)n(C)n(-c2ccccc2)c1=O	-6%	-4%	-7%
Cc1ccc(NS(=O)(=O)c2ccc(-c3csc(C)n3)s2)c(C)c1	-12%	-12%	?
CCN(CC)C(=O)CSc1nnc2nnc3cc(C)ccc3n12	-16%	-5%	8%
Cc1nnc(NCc2ccccc2)c2ccccc12	-5%	-3%	10%
O=C(NCCc1ccccc1)c1cc(-c2ccc(Cl)c(Cl)c2)on1	-4%	-2%	10%
Cc1sc2nc(SCC(=O)N3CCOCC3)[nH]c(=O)c2c1C	-5%	18%	-27%
O=C(CN1C(=O)c2ccccc2S1(=O)=O)c1ccc(OC(F)F)cc1	-19%	-2%	-6%
O=C(NC(=S)NCCc1ccc(Cl)cc1)c1ccco1	-4%	9%	-29%
CCNC(=O)NC(=O)CSc1ccc2ccccc2c1	-3%	-12%	?
COc1ccc(C(=O)Nc2ccc(C(=O)OCC(=O)c3cccc4ccccc34)cc2)cc1	-2%	1%	?
CCOC(=O)c1c(OCCO)nn(-c2ccc(Cl)cc2)c1N	-3%	-2%	31%[activator]
CCOC(=O)CCc1c(C)nc2c(c(C)nn2-c2ccc(C)cc2)c1C	-7%&2%	5%&16%	-26%&-14%
Cc1ccc(S(=O)(=O)N2CCOCC2)cc1C(=O)OCC(=O)N1CCCCC1	-1%	25%	-15%
C=C(C)c1cccc(C(C)(C)NC(=O)Nc2cc(C)ccn2)c1	-2%	4%	?
COc1cc(C2Nc3ccccc3C(=O)N2Cc2ccco2)ccc1O (stereo not given)	/	10%	?
COc1ccc(/C=C(/NC(=O)c2ccco2)C(=O)Nc2ccc(C(=O)O)cc2)cc1	-4%	6%	-1%
CCOC(=O)c1cccc(NC(=O)c2cc3c(=O)n(C)c4ccccc4c3n2C)c1	1%	3%	?
CCc1ccc(CNCCSc2nnnn2C)cc1	-4%	-14%	-29%
O=C(Nc1ccccc1-c1nnn(CC(=O)N2CCOCC2)n1)c1ccccc1F	6%	11%	-14%
COc1cccc(CNC(=S)Nc2cc(C)cc(C)c2)c1	-1%	-3%	3%
Cc1c(Cl)cccc1Nc1nn2c(=O)c3ccc(C(=O)NCCc4ccccc4)cc3nc2s1	-5%	15%	8.2µM*
Cc1ccc(Oc2ccc(NC(=O)Cn3ccsc3=N)cc2)cc1	2%	-7%	?
CCN(CC(=O)N1CCN(c2ccccc2)CC1)S(=O)(=O)c1ccc(C)cc1	4%	4%	?
O=C(CSc1nc2ccccc2s1)c1ccc(O)cc1O	1%	-18%	?
CC(Sc1oc(-c2cccs2)nc1S(=O)(=O)c1ccccc1)c1ccccc1 (stereo not given)	-10%	-12%	?
COC(=O)c1c(NC(=O)C2CCCO2)sc2c1CCC2 (stereo not given)	-9%	15%	?
COc1ccc(CN2CCN(Cc3ccc(C)cc3)C(CCO)C2)cc1OC (stereo not given)	-4%	-5%	?
CC(C)Cn1c(N2CCN(C(=O)/C=C/c3ccccc3)CC2)nc2ccccc21	-26%	9%	18µM*
N#CCc1nn(-c2ccc(F)cc2)c(N)c1C#N	-3%	14%	-8%
COc1cc(S(=O)(=O)NC2CCCC2)ccc1F	-5%	-3%	1%
CC1=C(C)CC(C(=O)NCCCN2CCCC2=O)C(C(=O)O)C1 (stereo not given)	-1%	-24%	0%
Cc1ccc2[nH]c(=O)c(CNC(C)(C)C)cc2c1	-13%	0%	-7%
CCOc1ccc(CNC(=O)c2cnc3sc(N4CCOCC4)nn3c2=O)cc1	-2%	0%	2%
COc1ccc(N2CCN(C(=O)CCc3ccc(S(=O)(=O)NC(C)C)cc3)CC2)cc1	-3%	7%	?
COC(=O)c1onc(-c2c(OC)cc(OC)cc2OC)c1C(=O)OC	-4%	4%	-5%
CC1C(=O)C(C)C(c2ccc3c(c2)OCO3)NC1c1ccc2c(c1)OCO2 (stereo not given)	-12%	?	-5%
Fc1cccc2sc(Nc3nc4c(F)cccc4s3)nc12	-2%	11%	?
CCCCC(=O)Nc1ccc(C(=O)Nc2ccc(S(=O)(=O)Nc3ccc(C)cc3)cc2)cc1	2%	-8%	12%
Cc1ccc(SC2=C(C(=O)O)CCCC2)cc1	-1%	-1%	-10%
CCc1nc(Nc2ccccc2F)c2oc3ccccc3c2n1	27%	21%	?
Cc1cccc(-c2nc(SCC(=O)Nc3ccc4c(c3)OCO4)c(-c3ccccc3)[nH]2)c1	-8%	-1%	21µM*
COc1ccccc1NC(=O)CN1C(=O)c2cccc3cccc1c23	1%	-4%	?
CCOc1ccc(CCNC(=O)CN2C(=O)COc3ccc(S(=O)(=O)N4CCCC4)cc32)cc1	-3%	3%	?
CCOc1ccc(C2c3[nH]c4ccccc4c3CCN2C(=O)Cc2cccc(OCC)c2OCC)cc1 (stereo not given)	-13%	-20%	?
(listing goes on)
SMILES	KAT2A inh	FEN1 inh	TDP1 cell CPT
Cc1noc(C)c1C(=O)OCC(=O)N1CCc2ccccc21	1%	1%	-15%
COc1ccc(C(=O)CSc2nnc(CNc3ccc(C)cc3C)n2Cc2ccco2)cc1	-12%	-20%	18µM*
O=C(NCc1ccc2c(c1)OCO2)c1c(-c2ccccc2)sc2ccccc12	1%	15%	?
CSc1cccc(Nc2ccc(S(=O)(=O)N3CCOCC3)cc2[N+](=O)[O-])c1	-11%	4%	-15%
Cc1nn(C)c(C(=O)NNC(=S)Nc2ccc(Cl)cc2)c1[N+](=O)[O-]	-10%	-9%	15%

Only part of the results is shown (hit frequency here may not be typical).
